Screens as filed in PubChem BioAssay.
FBW7 act: human FBW7 E3 ligase activation, primary screen. Q969H0. AlphaScreen FBW7–phospho-cyclin E peptide binding, activator screen. normalized activity (activation), % at 26.1 µM. 0.13% of 650,000 active. AID 1259310; in the data active means normalized activity above about 1.9%;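 further: purified mutant Fbw7 with reduced substrate affinity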
Target sequence (Q969H0 whole entry, looked up): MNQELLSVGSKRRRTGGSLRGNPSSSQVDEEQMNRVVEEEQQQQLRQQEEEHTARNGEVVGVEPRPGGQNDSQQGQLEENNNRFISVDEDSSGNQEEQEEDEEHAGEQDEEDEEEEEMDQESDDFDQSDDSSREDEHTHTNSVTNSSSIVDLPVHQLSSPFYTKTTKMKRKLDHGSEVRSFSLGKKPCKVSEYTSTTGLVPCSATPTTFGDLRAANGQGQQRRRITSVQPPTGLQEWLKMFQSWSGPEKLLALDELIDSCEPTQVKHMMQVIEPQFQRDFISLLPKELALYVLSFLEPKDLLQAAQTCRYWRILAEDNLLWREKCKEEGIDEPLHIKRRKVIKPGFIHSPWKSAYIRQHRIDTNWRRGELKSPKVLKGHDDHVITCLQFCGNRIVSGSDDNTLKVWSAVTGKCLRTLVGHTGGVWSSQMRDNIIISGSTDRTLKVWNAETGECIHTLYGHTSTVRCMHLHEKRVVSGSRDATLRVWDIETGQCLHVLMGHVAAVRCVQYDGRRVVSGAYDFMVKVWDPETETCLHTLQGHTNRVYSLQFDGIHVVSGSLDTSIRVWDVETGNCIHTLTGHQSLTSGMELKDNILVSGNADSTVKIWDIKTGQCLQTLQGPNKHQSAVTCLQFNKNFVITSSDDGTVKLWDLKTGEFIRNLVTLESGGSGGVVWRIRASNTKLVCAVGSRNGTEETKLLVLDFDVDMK
MITF primary: blocks human microphthalmia-associated transcription factor | O75030 | AlphaScreen MITF homodimerization, bead proximity signal | inhibition, % at 2.6 µM | 0.91% of 650,000 active | AID 1259374; in the data active means inhibition above about 50%;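 further: 0% = vehicle wells with protein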
GPR151 ag: activators of human GPR151 | 1% of 650,000 active | AID 1508602 | activation, % at 11.2 µM | Q8TDV0 | PathHunter beta-arrestin GPR151 cells, luminescence; in the data active means activation above about 4.9%;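 further: 0% = median of compound wells and 100% = cells with positive control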
Target sequence (Q8TDV0 whole entry, looked up): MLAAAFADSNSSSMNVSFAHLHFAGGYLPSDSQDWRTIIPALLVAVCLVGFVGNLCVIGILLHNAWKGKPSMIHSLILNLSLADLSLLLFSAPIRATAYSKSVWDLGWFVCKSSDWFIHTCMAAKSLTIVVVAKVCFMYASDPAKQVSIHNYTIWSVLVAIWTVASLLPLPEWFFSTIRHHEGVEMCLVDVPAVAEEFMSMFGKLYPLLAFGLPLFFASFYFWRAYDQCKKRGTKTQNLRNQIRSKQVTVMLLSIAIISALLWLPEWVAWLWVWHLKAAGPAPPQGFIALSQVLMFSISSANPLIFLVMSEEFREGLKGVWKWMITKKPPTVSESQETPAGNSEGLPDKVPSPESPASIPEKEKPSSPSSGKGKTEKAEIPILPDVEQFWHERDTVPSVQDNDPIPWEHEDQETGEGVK
TEAD-YAP block: TEAD-YAP interaction inhibition; HEK-TIYL cells, TEAD-Gal4/YAP UAS-luciferase luminescence; inhibition, % at 9.12 µM; 1.4% of 640,000 active; in the data active means inhibition above about 32%;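 further: 0% = median of test compound wells and 100% = reference inhibitor wells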
Active calls of the source: *.

entry	SMILES	FBW7 act	MITF primary	GPR151 ag	TEAD-YAP block
1	CCN(CC)c1nc(C)nc2sc(C(=O)N3CC(C)CC(C)C3)c(C)c12 (stereo not drawn)	0.0	-15	-0.6	-6
2	C=CCNC(=O)CCn1nnc2ccccc2c1=O	0.1	-4	1.0	-15
3	CCC(Nc1ccc(Br)cc1)C(=O)N/N=C/c1ccco1 (stereo not drawn)	-0.1	9	1.3	7
4	CCOC(=O)c1c(CN2CCN(c3ccccc3)CC2)n(C)c2cc(Br)c(OC)cc12	0.0	10	-0.3	8
5	COc1ccc(CN2CCN(Cc3ccoc3)CC2CCO)c(F)c1 (stereo not drawn)	0.1	-2	-0.2	3
6	CN1CCN(C(=O)c2ccc(-c3nc4ncnc(Nc5ccc(N6CCOCC6)cc5)c4[nH]3)cc2)CC1	0.1	21	0.3	12
7	Oc1ccc(-n2cccc2)cc1	-0.3	17	0.6	3
8	Cc1ccc(-c2csc(/C(C#N)=C/Nc3ccc(C(N)=O)cc3)n2)c(C)c1	0.8	17	-1.4	-15
9	CC1=C(C(=O)OCC(F)(F)F)C(c2ccc(O)cc2)NC(=O)N1 (stereo not drawn)	0.2	8	0.9	6
10	O=C(NC(=S)Nc1ccccc1Br)C1CC1	0.8	16	-1.0	-7
11	CS(=O)(=O)N(CC(=O)Nc1ccc2c(c1)OCCO2)Cc1ccc(Cl)cc1	1.0	11	-0.7	-4
12	O=C(c1cncnc1)N1CC[C@@H](c2ccccc2)[C@H](O)C1	0.0	2	-0.1	1
13	COc1ccc(OC)c(C2Nc3ccccc3NC3=C2C(=O)CC(c2ccccc2)C3)c1 (stereo not drawn)	0.0	6	-0.7	8
14	CCC(C)Nc1cc(C)nc2ncnn12 (stereo not drawn)	0.1	6	-1.3	-2
15	Cc1ccc(NCC(O)Cn2nnnc2-c2ccccc2)cc1Cl (stereo not drawn)	-0.2	-1	-1.9	-2
16	Nc1nc(NCCCN2CCCC2=O)cc(-c2ccc(C(=O)NC3CC3)cc2)n1	0.6	8	-0.7	-5
17	CCOc1ccc(N=C2NC(=O)/C(=C\c3ccc4c(c3)n(C)c(=O)n4C)S2)cc1	0.2	-13	-0.8	-2
18	Cc1c(CCOC(=O)C2C3CC4CC(C3)CC2C4)sc[n+]1Cc1ccccc1 (stereo not drawn)	0.3	-7	0.2	7
19	O=C(CSc1ccnc(=O)[nH]1)Nc1ccc(F)cc1	0.1	18	-1.8	0
20	COc1ccc(C2C(C#N)=C(N)Oc3n[nH]c(C45CC6CC(CC(C6)C4)C5)c32)cc1OC (stereo not drawn)	0.0	-3	0.5	2
21	Cc1nn2c3ccccc3nc2n1CCN1CCCCC1	0.0	-10	0.6	6
22	Cc1cc(C=O)c(C)n1NC(=O)c1ccccc1	-0.1	10	-0.7	-5
23	COc1cncc(-c2cnc3ccc(N[C@H](CO)C(C)C)nn23)c1	0.0	-3	0.1	-1
24	COc1cccc(OC)c1C(=O)Nc1sc2c(c1C#N)CCC2	-0.1	7	1.1	-9
25	CC(OC(=O)CCCc1nc2ccccc2s1)C(N)=O (stereo not drawn)	0.2	-4	0.0	-10
26	Clc1ccc(CSc2ccc(-c3cccs3)nn2)cc1	0.3	4	-0.5	8
27	CC(C)(C)c1nnc(NC(=O)c2cc([N+](=O)[O-])ccc2Cl)s1	0.9	12	-0.3	7
28	COc1ccc(OC(=O)COc2ccc(C)cc2)cc1	0.1	-7	1.8	14
29	CC(=O)Nc1ccc(C(=O)NCCCOC(C)C)cc1	0.1	1	-1.4	-6
30	COc1cc(OC)cc(C(=O)Nc2ccc3oc(-c4cccc5c(Br)cccc45)nc3c2)c1	0.0	1	-0.8	-5

Pulled by structure from above, two records:
entry	SMILES	FBW7 act	MITF primary	GPR151 ag	TEAD-YAP block
15	Cc1ccc(NCC(O)Cn2nnnc2-c2ccccc2)cc1Cl (stereo not drawn)	-0.2	-1	-1.9	-2
4	CCOC(=O)c1c(CN2CCN(c3ccccc3)CC2)n(C)c2cc(Br)c(OC)cc12	0.0	10	-0.3	8

(further entries)
entry	SMILES	FBW7 act	MITF primary	GPR151 ag	TEAD-YAP block
31	Cc1c(C(=O)C(=O)N2CCCC(C)C2)c2ccccc2n1C (stereo not drawn)	0.0	3	0.7	-3
32	CN(C)CCNCc1ccccc1Cl	0.0	6	3.0	1
33	O=C1CN(O)C=C2N=c3ccccc3=C2N1c1ccc(Cl)cc1	-0.3	-1	-0.3	1
34	COc1ccc(C(=O)N2CCC(N3CCCC3)CC2)cc1	-0.1	31	3.8	0
35	COc1ccc(N2CC(NC(=O)Cc3cccc4ccccc34)CC2=O)cc1OC (stereo not drawn)	0.0	10	0.1	7
36	Cc1cc(OCC(=O)C(C)(C)C)c2c(-c3ccccc3)cc(=O)oc2c1	0.1	14	-0.7	-1
37	COc1ccc(S(=O)(=O)N(CC(=O)NC(C)c2ccccc2)c2ccc(C)cc2)cc1OC (stereo not drawn)	0.2	2	-1.4	-2
38	CSc1ccc(C=C2C(=O)NC(=O)NC2=O)cc1	-1.4	2	1.5	-10
39	O=S(=O)(Cc1cccc(Cl)c1)n1cnc2ccccc21	0.0	3	1.5	5
40	CC(C)(C)Sc1ccccc1S(=O)(=O)C(C)(C)C	-0.1	-5	2.2	0
41	CCOCCCNc1c2c(nc3cc(-c4cc(OC)cc(OC)c4)nn13)CCC2	0.2	9	0.6	4
42	C=CCOc1ccc(/C(O)=C2/C(=O)C(=O)N(CCN3CCOCC3)C2c2ccc(C(C)(C)C)cc2)cc1C (stereo not drawn)	0.0	-4	-0.6	-16
43	Cc1[nH][nH]c(=O)c1Sc1nc2ccccc2[nH]1	-0.2	10	0.3	7
44	Cc1[nH]nc2c1C(c1ccc(-c3cccc(Cl)c3)o1)C(C#N)=C(N)O2 (stereo not drawn)	0.4	3	-0.3	-1
45	Cc1cccc(N(C(=O)c2csnn2)C(C(=O)NCc2ccccc2)c2ccccn2)c1 (stereo not drawn)	0.2	13	-1.1	10
46	Cc1ccccc1/C=N/NC(=O)Nc1ccccc1	-0.1	0	0.6	-66
47	O=C(Nc1ccccn1)c1cn(-c2ccc(Cl)cc2)c(=O)c2ccccc12	0.1	0	-0.7	6
48	S=c1sc(SCc2ccc(Cl)cc2Cl)nn1-c1ccccc1	-0.1	-3	-0.1	1
49	COc1cccc(/C=C(\C#N)c2nc3ccccc3c(=O)[nH]2)c1	0.1	15	-1.2	4
50	CCn1c(C(=O)O)c(CC(=O)Nc2ccc(OC)cc2OC)c2ccccc21	-0.1	10	-1.0	4
51	COC(=O)c1c(NC(=O)CN2C(=O)c3ccccc3C2=O)sc2c1CCC2	0.1	20	-0.1	8
52	c1ccc(-c2nc(-c3ccc4c(c3)sc3ccccc34)c(-c3ccccc3)[nH]2)cc1	0.3	4	0.8	5
53	COc1cccc(NC(=O)Nc2nnc(N3CCC(C)CC3)s2)c1	-0.1	6	1.3	0
54	Cc1csc(NC(=O)CSc2cc(C)[nH]c(=O)n2)n1	1.0	5	-0.4	-13
55	CCOc1cc(/C=N/O)cc(Br)c1OC	-0.1	3	-0.5	-10
56	CCN(C(=O)Cn1c(C(=O)OC)cc2oc(C)cc21)c1cccc(C)c1	-0.3	9	0.5	10
57	COc1ccccc1NC(=O)CSc1nc2[nH]ncc2c(=O)n1-c1ccc(C)c(Cl)c1	0.7	0	-0.5	16
58	C/C(=N/NC(N)=S)c1cc2c(ccc3ccccc32)oc1=O	-0.8	9	-0.4	6
59	O=C(NCC1CCCO1)c1ncoc1-c1cccs1 (stereo not drawn)	1.1	12	-2.3	-16
60	CCS(=O)(=O)N1CCN(Cc2cccc(Br)c2)CC1	-0.1	44	0.9	3
61	O=C(CN1C(=O)CCC1=O)Nc1nc(-c2ccc3c(c2)CCCC3)cs1	0.1	9	0.5	-5
62	CCCOc1ccc(C2C(C(=O)OC(C)C)=C(C)NC3=C2C(=O)CCC3)cc1OC (stereo not drawn)	-0.2	2	-0.5	-7
63	CCc1ccc(NC(=O)C(=O)N/N=C/c2c(F)cccc2Cl)cc1	0.1	-3	-0.2	-5
64	COc1cccc(NC(=O)C(NC(=O)C2CCC(C)CC2)C(C)C)c1 (stereo not drawn)	0.0	10	1.1	-25
65	O=C(O)C1CC1(C(=O)O)C(F)(F)F (stereo not drawn)	-0.1	-2	0.1	-12
66	C=CCn1c(=O)c2c(C)c(C)sc2n2c(Nc3ccc(OC)cc3)nnc12	-0.1	-1	-0.6	8
67	COc1ccc(OC)c(C(=O)CSc2nc3ccccc3o2)c1	-0.1	0	1.2	-12
68	O=S(=O)(N/N=C/c1ccc(Br)cc1)c1ccccc1	-0.1	-7	-0.2	-2
69	COc1cc(NC(=O)CSc2nc3[nH]ncc3c(=O)n2-c2ccc(F)c(Cl)c2)cc(OC)c1OC	-0.1	-3	2.9	-1
70	Cc1ccc(S(=O)(=O)N2CCCCC2C(=O)O)s1 (stereo not drawn)	0.1	9	1.0	-4
71	NC(=O)c1ccc(NC(=O)COC(=O)c2c3c(nc4ccccc24)CCCC3)cc1	0.3	17	-1.8	-10
72	CCCCC1=NN2C(=N)/C(=C/c3ccc(OCCOc4ccc(Cl)c(C)c4)c(OC)c3)C(=O)N=C2S1	-0.2	6	-1.1	5
73	Cc1cc(Cl)ccc1OCC(=O)Nc1ncccn1	-0.2	6	1.2	-19
74	CCN(CC)C(=O)c1c(C)nc2ccccc2c1-c1ccccc1	0.0	8	0.5	-9
75	Cc1ccc(C(=O)c2cccc(NC(=O)c3ccc4c(c3)C(=O)N(N3C(=O)c5ccccc5C3=O)C4=O)c2)cc1C	0.0	6	1.0	-8
76	C=CCN1C(=O)C(C)CC(CCC)C1=O (stereo not drawn)	0.0	-7	-0.6	-5
77	COc1cc(Br)cc(/C=C2\SC(=S)NC2=O)c1O	-0.2	9	0.2	-3
78	COc1ccc(C2=CC(c3ccccc3Cl)n3nnnc3N2)cc1OC (stereo not drawn)	0.2	16	1.8	5
79	N#CC1=C(N)Oc2c(ccc3cccnc23)C1c1c(Cl)cccc1Cl (stereo not drawn)	0.3	7	-0.4	12
80	CCCNc1ncccc1NC(=O)CCC(=O)O	0.0	14	0.1	5
81	CNC(=O)c1ccc(C(=O)N(C(C)C)C(C)C)cc1	0.3	-39	-0.1	3
82	O=C(CSc1nnc(-c2ccncc2)n1-c1ccc(Cl)cc1)NCc1cccs1	0.3	-1	0.6	7
83	O=C(Cn1nnc(-c2ccncc2)n1)Nc1ccc([N+](=O)[O-])cc1	0.0	9	0.0	5
84	CC(NC(=O)Cc1ccccc1F)c1nc(-c2cccnc2)n[nH]1 (stereo not drawn)	0.1	0	1.2	-1
85	C=CCNC(=S)NC(=O)c1ccco1	-0.1	-6	0.2	-1
86	CC1CCN(S(=O)(=O)c2cccc([N+](=O)[O-])c2)CC1	-0.1	24	-0.4	-2
87	Cc1ccc(C2CC(C(F)(F)F)n3nc(C(=O)Nc4ccc(Cl)cc4Cl)cc3N2)cc1 (stereo not drawn)	0.1	2	-0.8	4
88	COc1ccc(CN2CCNC(=O)C2CC(=O)N(C)Cc2ccon2)c(OC)c1 (stereo not drawn)	0.0	0	-0.1	10
89	O=C(NC1CCCC1)c1ccc(CNc2nc(=S)[nH]c3ccccc23)cc1	0.0	2	-0.1	-6
90	CCc1ccc(NC(=O)CN(c2ccc(F)c(Cl)c2)S(C)(=O)=O)cc1	0.0	-11	2.2	1

Some of the entries above, set out differently.
[78] COc1ccc(C2=CC(c3ccccc3Cl)n3nnnc3N2)cc1OC (stereo not drawn)
[79] N#CC1=C(N)Oc2c(ccc3cccnc23)C1c1c(Cl)cccc1Cl (stereo not drawn)
assay / entry,78,79
FBW7 act,0.2,0.3
MITF primary,16,7
GPR151 ag,1.8,-0.4
TEAD-YAP block,5,12

Continued:
entry	SMILES	FBW7 act	MITF primary	GPR151 ag	TEAD-YAP block
91	O=C(CN1C(=O)[C@@H]2CCCN2C(=O)c2ccccc21)Nc1ccccc1-c1ccccc1	-0.1	1	0.4	3
92	COc1ccc(N2C(=O)CSC2=S)c([N+](=O)[O-])c1	-0.1	0	-0.6	2
93	CC1(C)Cc2c(sc(NC(=O)C(c3ccccc3)c3ccccc3)c2C#N)CO1	0.2	18	2.8	-32
94	Cc1ccc(-n2nc3c(c2NC(=O)c2cccs2)CS(=O)C3)cc1 (stereo not drawn)	0.0	1	1.4	3
95	CCOC(=O)c1ccc(-c2ccc(/C=C(\C#N)c3[nH]nc(N)c3C#N)o2)cc1	0.3	14	-1.3	-10
96	COC(=O)c1ccc(C(=O)OC)c(NC(=O)CSc2ccccn2)c1	0.4	5	-3.3	-13
97	O=C(N1CCc2ccccc2C1)C(F)(F)C(F)(F)C(=O)N1CCc2ccccc2C1	0.2	15	0.5	9
98	CC1(c2ccc([N+](=O)[O-])cc2)CC1(Cl)Cl (stereo not drawn)	0.2	-18	0.2	0
99	COc1ccc(Br)cc1CN1C(=O)CCC1(C)C(=O)NC1CCCC1 (stereo not drawn)	0.0	1	-0.3	10
100	Cc1ccc(-c2nc3ccccc3c(=O)n2CC(=O)Nc2ccccc2C(F)(F)F)cc1	0.2	0	-0.7	-37
101	O=C(CNC(=O)c1ccncc1)N/N=C/c1ccccc1[N+](=O)[O-]	-0.1	-5	-0.7	-6

A draw from above in order of count of non-hydrogen atoms, descending.
entry	SMILES	FBW7 act	MITF primary	GPR151 ag	TEAD-YAP block
100	Cc1ccc(-c2nc3ccccc3c(=O)n2CC(=O)Nc2ccccc2C(F)(F)F)cc1	0.2	0	-0.7	-37
97	O=C(N1CCc2ccccc2C1)C(F)(F)C(F)(F)C(=O)N1CCc2ccccc2C1	0.2	15	0.5	9
94	Cc1ccc(-n2nc3c(c2NC(=O)c2cccs2)CS(=O)C3)cc1 (stereo not drawn)	0.0	1	1.4	3
